S1P3 agonist: agonists of human S1P3 receptor | S1P3 NFAT-BLA reporter cells, agonism, FRET ratio; relative to 1 µM S1P, basal subtracted | activation, % at 4.5 µM | hit rate 0.1% among 60,000 | AID 373;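 active means activation above the screen-wide mean plus 3 SD, cut at about 4.5% in these data, passing the limit was not always enough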; further: some compounds called inactive have numbers as strong as hits
Target sequence (Q99500 whole entry, looked up): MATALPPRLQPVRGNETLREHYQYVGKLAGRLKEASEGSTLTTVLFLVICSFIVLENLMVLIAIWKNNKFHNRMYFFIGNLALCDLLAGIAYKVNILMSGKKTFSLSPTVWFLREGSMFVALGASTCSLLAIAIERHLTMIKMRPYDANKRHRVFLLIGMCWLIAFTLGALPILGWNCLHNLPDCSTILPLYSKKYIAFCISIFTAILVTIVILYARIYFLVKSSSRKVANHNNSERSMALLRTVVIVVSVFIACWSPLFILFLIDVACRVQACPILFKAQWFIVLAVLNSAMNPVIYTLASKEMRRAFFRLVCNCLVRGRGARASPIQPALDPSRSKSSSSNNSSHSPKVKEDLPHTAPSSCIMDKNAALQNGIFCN
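Assay system: CHO cells stably expressing human S1P3, Gα16 and NFAT-β-lactamase reporter. Timing: overnight plating, 4 h compound 37 °C, 2 h substrate RT. Signal: β-lactamase FRET emission ratio 460/535 nm. Measure: percent activation versus median 1 µM S1P response, basal-subtracted, per plate. Repeats: primary screen single test, confirmation screen in triplicate.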
Jurkat tox 60K: reduces viability or proliferation of Jurkat cells | hit rate 1.2% among 56,000 | AID 463 | inhibition, % at 4 µM | Jurkat E6.1 viability, ATP luminescence, 48 h;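 active means inhibition above the mean inhibition of all tested compounds plus 3 SD, cut at about 28% in these data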
D1 allo mod: allosterically modulates the human D1 dopamine receptor | hit rate 5.9% among 58,000 | B-score at 10 µM | HEK293 D1, CRE-luciferase, dopamine EC30 potentiation; actives deviate in either direction | AID 641 | P21728;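 active means luminescence count or its row- and column-corrected plate score outside the 99.7% band of the plate's sample wells, on either side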
Target sequence (P21728 whole entry, looked up): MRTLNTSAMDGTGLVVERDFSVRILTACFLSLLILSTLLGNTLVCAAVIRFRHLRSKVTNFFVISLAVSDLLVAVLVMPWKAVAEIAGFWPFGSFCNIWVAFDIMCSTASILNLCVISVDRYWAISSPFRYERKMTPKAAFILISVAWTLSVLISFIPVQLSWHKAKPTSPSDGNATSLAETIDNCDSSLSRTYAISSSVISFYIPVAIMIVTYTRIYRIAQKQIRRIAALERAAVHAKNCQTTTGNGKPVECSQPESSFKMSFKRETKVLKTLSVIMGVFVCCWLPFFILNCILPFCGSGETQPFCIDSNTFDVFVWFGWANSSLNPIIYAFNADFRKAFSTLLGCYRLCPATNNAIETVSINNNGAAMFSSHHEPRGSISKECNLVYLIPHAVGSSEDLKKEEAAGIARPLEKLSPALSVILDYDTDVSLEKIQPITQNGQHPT
5-HT1A blocker: antagonists of human 5-HT1a serotonin receptor | inhibition, % at 10 µM | AID 612 | P08908 | CHO 5-HT1a Ga15 NFAT-bla reporter, antagonist mode | hit rate 0.68% among 62,000;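 active means inhibition above the mean of all tested compounds plus 3 SD, cut at about 43% in these data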;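 further: receptor stimulated by 5-CT agonist at 100 nM near EC80; beta-lactamase reporter measured by ratiometric fluorescence of a cleavable substrate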
HEK293 NFkB inh: lowers PMA/ionomycin-induced NF-kB signal in HEK293 cells. HEK-293 NF-kB luciferase reporter, luminescence. inhibition, % at 3 µM. hit rate 0.21% among 62,000;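 active means inhibition above the mean of all tested compounds plus 3 SD, cut at about 40% in these data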;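 further: 0% = stimulated DMSO wells and 100% = 10 µM reference inhibitor 5653914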
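Material: HEK-293 cells with stable firefly luciferase reporter driven by four HIV NF-kB elements / Also added: PMA plus ionomycin mix as NF-kB-activating stimulus / Compound dosing: 3 µM once, 0.30% DMSO / Times: 1 h pretreatment, 16 h stimulation, 37 °C / Signal: luminescence / Evaluation: per-plate % inhibition versus controls / Benchmarks: DMSO and 10 µM reference inhibitor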
HTR1E antagonist: 5-HT1E (human) receptor antagonism | hit rate 0.99% among 65,000 | AID 571 | CHO 5-HT1E Ga15 NFAT-bla reporter, FRET, antagonist | inhibition, % at 6 µM | P28566;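 active means inhibition above a set limit, the mean inhibition across every tested compound plus 3 SD, cut at about 29% in these data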;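 further: signal is the 460 over 535 nm emission ratio of beta-lactamase substrate; 0% = agonist plus DMSO wells and 100% = wells without agonist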
HTR1A agonist: 5-HT1a (human) receptor agonism. P08908. CHO 5-HT1a Ga15 NFAT-bla reporter, FRET ratio; 0% basal, 100% maximal reference agonist. activation, % at 10 µM. hit rate 0.56% among 65,000. AID 567;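 active means activation above the screen-wide mean activation plus 3 SD, cut at about 19% in these data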;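 further: 0% = DMSO wells and 100% = 5-CT at EC100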
HTR1E agonist: agonists of human 5-HT1E serotonin receptor | CHO 5-HT1E Ga15 NFAT-bla reporter, FRET; 0% DMSO wells, 100% control agonist wells | activation, % at 6 µM | hit rate 0.69% among 65,000 | AID 574;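 active means activation above a set limit, the screen-wide mean activation plus 3 SD, cut at about 8.5% in these data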;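 further: 100% = positive control agonist at 1 µM giving full maximal response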
S1P1 ag-PAM: agonists and agonism potentiators of human S1P1 receptor; P21453; S1P1 CRE-bla cells, forskolin, beta-lactamase FRET, potentiator mode; S1P1 agonist co-added at EC20, 2 nM; 100% = saturating reference agonist, 0% = basal; activation, % at 9.5 µM; hit rate 0.57% among 56,000; AID 449;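 active means activation above a cutoff set at the mean activation of all tested compounds plus 3 SD, cut at about 54% in these data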;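 further: forskolin at 4 µM as EC80 and the EC20 agonist is SEW2871; 100% = SEW2871 at its EC100 plus forskolin at EC80; some compounds past the cut are filed as inactive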
The depositor's hits bear a star; · = not tested or not shown.

SMILES	S1P3 agonist	Jurkat tox 60K	D1 allo mod	5-HT1A blocker	HEK293 NFkB inh	HTR1E antagonist	HTR1A agonist	HTR1E agonist	S1P1 ag-PAM
COc1nc(NC(C)=O)nc(C)c1Br	·	·	0.78	-7	10	-1	-1.4	0.4	·
Cc1ccc(C)n1-n1c(C)nc2sc3c(c2c1=O)CCCCC3	-1.1	5	·	16	15	-3	-2.4	-0.1	-10
Cc1cc(C(=O)CSc2nnc(Cc3ccccc3)o2)c(C)n1Cc1ccc2c(c1)OCO2	·	·	-1.1	11	21	-3	-4.2	-0.6	·
COc1ccc2c(c1)CCc1c(C(=O)N3CCCc4ccccc43)noc1-2	-0.8	2	0.12	2	1	0	-0.8	-1.3	45
O=c1c2ccccc2nc(-c2ccccc2)n1CCN1CCOCC1	0.8	-2	·	-21	0	-4	-2.0	0.6	-22
COc1ccc(NC(=O)C2CC(=O)N(C(C)C)C2)cc1 (stereo not drawn)	-1.4	0	-0.8	0	3	-3	1.1	-0.7	-26
CC1=C(C(=O)OC2CCCCC2)C(c2ccco2)n2ncnc2N1 (stereo not drawn)	0.5	7	-0.2	-2	9	-6	0.2	1.4	-21
CN(C)S(=O)(=O)N1CCN(C(=O)c2ccccc2Cl)CC1	-0.8	0	-0.81	1	13	-4	-3.9	-0.1	-25
O=C(Cn1nnc(-c2ccccc2)n1)NCc1ccc2c(c1)OCO2	0.4	-4	·	0	8	-3	-0.6	-1.5	-1
COc1ccccc1CC(=O)N1CCCC1	0.3	-3	0.92	-4	6	3	0.4	0.7	·
CC1=C(C(=O)NCc2ccccc2)C(c2cccnc2)n2ncnc2N1 (stereo not drawn)	-0.3	-5	1.1	-4	-8	-12	-1.4	0.7	0
CCc1ccccc1Nc1nc(N)nc(CSCC(=O)c2cc(C)n(C)c2C)n1	0.7	5	-0.43	-3	13	8	-0.4	0.1	13
CCN(CC)C(=O)CN1CCC(n2c(C)nc3cc(C(F)(F)F)ccc32)CC1	0.2	-2	-0.86	-10	4	-5	-0.1	-0.3	-11
CCc1cccc(NC(=O)Cn2ncn3c(cc4ccccc43)c2=O)c1	-0.2	8	0.028	19	17	9	-0.5	-0.4	27
c1ccc2c(NCC3CCCO3)nc(-c3ccncc3)nc2c1 (stereo not drawn)	-3.6	·	6.7*	·	·	0	-0.9	0.0	-6
O=c1[nH]cnc2scc(-c3cccs3)c12	-0.7	0	0.92	-10	17	5	-2.2	-1.0	4
CCCc1cc(=O)oc2cc(C)cc(OCc3nn[nH]n3)c12	0.0	-6	-0.38	-7	16	-5	-2.1	-1.3	-21
Cc1ccc(Cn2c(CN3CCOCC3)nc3c2c(=O)n(C)c(=O)n3C)cc1	·	·	0.32	-2	16	1	5.7	1.3	·
COCCNC(=O)CC(NS(=O)(=O)c1ccc(NC(C)=O)cc1)C(C)C (stereo not drawn)	0.4	-2	-0.21	-9	9	-16	-0.8	0.2	-4
O=C(OC1CCCCC1)c1ccc2c(c1)C1C=CCC1C(C(=O)O)N2 (stereo not drawn)	-1.4	6	·	-8	7	-13	-4.1	0.5	-8
O=C(CSc1nnc(NCc2ccccc2)s1)c1ccco1	-1.2	1	0.78	1	13	6	-3.4	-0.1	5
COc1cccc(C(c2sc3ncnn3c2O)N2CC(C)OC(C)C2)c1 (stereo not drawn)	-1.1	-2	0.21	-3	12	-3	-3.0	1.1	-2
CCC12CN3CC(CC)(CN(C1)C31C(=O)N(C)c3ccc(C)cc31)C2=O (stereo not drawn)	0.0	-3	·	24	4	4	-2.0	0.0	-2
COc1cccc(N2CCN(S(=O)(=O)c3ccc4nc(-c5ccccc5)[nH]c4c3)CC2)c1	0.2	11	0.51	-7	13	-11	-2.6	0.2	31
CCOC(=O)CNC(=O)Cn1cnc2c(nnn2-c2cccc(Cl)c2)c1=O	-0.3	2	-0.38	7	2	-6	1.7	-0.5	-2
N=c1c(S(=O)(=O)c2ccccc2)cc2c(=O)n3ccccc3nc2n1Cc1ccco1	-0.1	10	2.9	-15	6	-3	11	3.9	-8
O=C(CCS(=O)(=O)c1cccs1)N1CCCC1	·	·	0.73	6	1	9	3.1	-0.2	·
O=C(Nc1cccnc1)c1cc(-c2ccc(Br)cc2)on1	-0.2	-1	-3.4	-2	-4	-8	-1.4	-0.2	-15
Cc1cc(/C(O)=C2\C(=O)C(=O)N(CCN(C)C)C2c2ccncc2)ccc1OCc1ccccc1 (stereo not drawn)	-2.0	·	·	·	·	-5	1.4	-0.1	-3
CC(c1ccco1)N(C(=O)CSc1ccc(Br)cc1)c1ccccn1 (stereo not drawn)	-0.3	0	-1.1	9	14	-10	-1.6	-0.6	0
CCN(CC)CCN1C(=O)C(=O)/C(=C(/O)c2c(C)[nH]c(C(=O)OC)c2C)C1c1cccnc1 (stereo not drawn)	-1.5	0	-0.72	0	9	-2	-2.9	0.4	-5
CC#CCN(CC#CC)S(=O)(=O)c1ccc(S(=O)(=O)N2CCOCC2)cc1	-1.1	-6	-1.3	-2	15	0	1.0	0.1	1
O=C(Nc1ccc2c(c1)OCCO2)C1CCN(C(=O)c2ccc(Br)cc2)CC1	-0.4	-1	-0.96	4	6	2	-0.3	0.4	11
CCN(Cc1ccccc1)S(=O)(=O)c1ccc2oc(C(=O)O)c(C)c2c1	0.1	-7	-0.22	-10	9	-10	-3.5	-0.6	-4
COc1ccc(NC(=O)C(C)N(c2ccc(C)cc2)S(C)(=O)=O)c(OC)c1 (stereo not drawn)	-0.6	0	-0.62	-3	10	-11	-0.6	-0.3	-8
O=C(O)CN1C(=O)COc2cc(S(=O)(=O)N3CCCC3)ccc21	-1.1	1	-0.41	-13	19	-3	-5.9	-0.8	-1
Cc1ccc(S(=O)(=O)NCCN2CCOCC2)cc1C	0.0	-1	-0.023	-13	-16	-13	-2.1	-1.0	3
N=c1c(C(=O)NCc2ccco2)cc2c(=O)n3ccccc3nc2n1Cc1ccccc1	2.1	8	-0.076	32	20	-12	10	2.7	-91
COc1ccc(N2CCN(C(=O)Cn3nnc(-c4cccs4)n3)CC2)cc1	-1.8	1	-0.8	7	22	-4	-1.4	0.1	4
CC(C)(C)NC(=O)Cn1c(SCC(=O)NC2CCCCC2)nc2ccccc21	-1.1	11	-0.57	-11	11	8	-2.6	-0.5	8
O=C(N1CCOCC1)N1CCN(C(=O)N(c2ccccc2)c2ccccc2)CC1	-0.3	-4	-0.077	0	7	4	-1.1	0.9	·
c1coc(-c2nnc(-c3ccc4c(c3)OCO4)o2)c1	-1.4	5	-1.3	8	-17	-5	0.2	-0.3	-32
C/C(N)=C(/C#N)C(=O)COC(=O)COc1ccc(Cl)cc1	0.0	9	0.72	-5	8	-1	-1.1	-0.1	16
O=c1[nH]c2cc3c(cc2cc1CN(CC1CCCO1)S(=O)(=O)c1ccccc1)OCCO3 (stereo not drawn)	-1.2	0	1.6	-4	0	8	-0.1	-0.6	-4
CCOC(=O)N1CCC(NC(=O)CCC(=O)N2CCOc3ccc(C)cc32)CC1	-1.3	8	-0.88	0	-3	13	-2.2	0.7	-20
Cc1ccc(C)c(C(=O)NCCN(C)C)c1	-0.8	-1	-0.15	0	10	-4	-0.4	-0.9	·
Cc1nn(-c2ccccc2)c(Cl)c1C(=O)NCC(=O)O	-0.1	-2	-0.27	-16	7	-5	-1.1	0.1	-3
COCC(=O)N(Cc1cc2ccccc2[nH]c1=O)c1ccc(OC)cc1	1.3	-6	0.21	-5	-2	-9	-3.2	0.2	-11
CCC(=O)Nc1cccc(NC(=O)CSc2nnnn2Cc2ccccc2)c1	-0.4	-2	-0.14	3	19	-1	-1.7	-0.6	-6
CC1(C(=O)NCc2cccnc2)CCC(=O)N1CCc1ccccc1 (stereo not drawn)	-1.2	7	0.073	-1	10	20	-1.6	-0.2	4
Cc1ccc(OCCN2CCN(C(=O)CCC(=O)Nc3nnc(C(C)C)s3)CC2)cc1	-1.2	55*	-0.38	1	7	12	3.4	2.1	6
COCCn1c(C)cc(C(=O)CSc2ccc(NC(C)=O)cc2)c1C	0.4	1	0.016	0	2	-12	-4.3	-0.5	5
N#CCCN(CCC#N)C(=O)c1ccc2c(c1)OCO2	-0.3	0	-0.25	-2	-4	5	-1.6	-0.2	·
COc1ccc(NC(=O)CS(=O)CC(=O)NCc2cccc(C(F)(F)F)c2)cc1 (stereo not drawn)	-1.2	-6	0.48	-7	5	-1	-2.3	0.5	-21
CCOc1ccccc1-n1c(SCC(=O)NC)nnc1-c1ccco1	-0.8	0	-0.7	-7	-3	8	-0.9	1.8	-21
COC(=O)c1ccc(CSc2nnc(-c3ccncc3)n2Cc2ccccc2)o1	-0.4	-6	1.9	15	16	3	0.0	0.2	-10
CCS(=O)(=O)N1CCC(C(=O)OCC(=O)c2ccc(Br)cc2)CC1	0.2	-7	·	2	1	-4	-5.2	0.5	-16
O=C(Cn1ccc2ccccc2c1=O)N1CCN(Cc2ccc3c(c2)OCO3)CC1	-1.0	4	0.67	-2	6	-7	-4.3	0.4	-30
Cc1nn(-c2ccccc2)c2c1C1(C(=O)N(C)c3ccccc31)C(C#N)=C(N)O2 (stereo not drawn)	-0.5	0	-0.57	30	12	5	-4.6	-0.7	·
CCOC(=O)c1c[nH]c2c3c(ccc2c1=O)CCCC3	-0.4	3	0.28	-12	19	-13	-2.8	0.5	8
(next part)
SMILES	S1P3 agonist	Jurkat tox 60K	D1 allo mod	5-HT1A blocker	HEK293 NFkB inh	HTR1E antagonist	HTR1A agonist	HTR1E agonist	S1P1 ag-PAM
O=C(O)c1cccc(-n2cnnn2)c1	-1.0	1	-0.59	-3	8	8	-7.4	-0.3	10
CCOC(=O)c1[nH]c2cc(OC)c(OC)cc2c1NC(=O)C(C)N1CCN(Cc2ccccc2)CC1 (stereo not drawn)	-4.3	·	1.9	·	·	-2	-1.0	0.2	-7
Cc1nnc(SCC(=O)N2CCC(Cc3ccccc3)CC2)n(N)c1=O	-0.7	-6	-0.76	9	12	2	-1.1	-0.2	-3
O=C(Nc1ccc2c(c1)OCO2)c1cccs1	-0.6	1	0.54	-5	-10	-4	-2.5	-0.8	23
CC(C)[C@@H]1NC(=O)N(c2ccc(Oc3ccccc3)cc2)C1=O	-1.9	8	1.8	-3	24	9	-1.2	-1.0	21
O=C(CCCCCC(=O)N(CCO)CCO)N(CCO)CCO	-1.2	-6	-0.063	-4	21	-4	-0.3	0.2	0
CCOC(=O)CC1Sc2ccccc2NC1=O (stereo not drawn)	·	·	2.2	-3	7	4	-2.6	-0.2	·

Some of these compounds in order of the S1P1 ag-PAM value, high to low.
| compound | S1P3 agonist | D1 allo mod | 5-HT1A blocker | HEK293 NFkB inh | HTR1E antagonist | HTR1A agonist | HTR1E agonist | S1P1 ag-PAM |
| --- | --- | --- | --- | --- | --- | --- | --- | --- |
| O=C(Nc1ccc2c(c1)OCO2)c1cccs1 | -0.6 | 0.54 | -5 | -10 | -4 | -2.5 | -0.8 | 23 |
| O=C(CCCCCC(=O)N(CCO)CCO)N(CCO)CCO | -1.2 | -0.063 | -4 | 21 | -4 | -0.3 | 0.2 | 0 |
| Cc1nnc(SCC(=O)N2CCC(Cc3ccccc3)CC2)n(N)c1=O | -0.7 | -0.76 | 9 | 12 | 2 | -1.1 | -0.2 | -3 |
